Screens: PubChem, The Scripps Research Institute Molecular Screening Center
M4 antag – blocks acetylcholine activation of human M4 receptor; P08173; CHO-hM4 cells, ACh EC80, Fluo-8 calcium fluorescence; inhibition, % at 3 µM; 360,000 compounds, 0.73% hits; AID 624125;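 active means inhibition above its plate's cutoff, the mean inhibition of sample wells plus 3 SD, cut at about 27% in these data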;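 further: 0% = acetylcholine EC80 with DMSO and 100% = DMSO without agonist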
Target sequence (P08173 whole entry, looked up): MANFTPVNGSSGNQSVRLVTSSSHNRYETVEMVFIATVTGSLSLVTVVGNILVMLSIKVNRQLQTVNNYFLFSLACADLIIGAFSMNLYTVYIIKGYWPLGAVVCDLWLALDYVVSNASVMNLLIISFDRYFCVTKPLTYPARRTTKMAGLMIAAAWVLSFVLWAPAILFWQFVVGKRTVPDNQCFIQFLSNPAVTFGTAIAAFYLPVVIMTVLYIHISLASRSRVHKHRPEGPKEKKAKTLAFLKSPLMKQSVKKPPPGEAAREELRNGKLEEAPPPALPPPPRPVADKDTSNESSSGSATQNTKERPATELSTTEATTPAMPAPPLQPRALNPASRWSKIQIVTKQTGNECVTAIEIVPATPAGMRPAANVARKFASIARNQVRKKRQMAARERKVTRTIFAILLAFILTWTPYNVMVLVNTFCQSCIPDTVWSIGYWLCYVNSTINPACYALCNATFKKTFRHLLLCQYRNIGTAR
M1 antag – blocks human M1 muscarinic receptor; AID 588852; CHO-K1 hM1, Fluo-8 calcium fluorescence, ACh EC80 antagonist; 360,000 compounds, 1.3% hits; inhibition, % at 3 µM;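 active means percent inhibition above its own plate's cutoff, namely the mean of that plate's compound wells plus 3 SD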;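 further: peak over basal fluorescence ratio during 140 s after agonist addition; 0% = ACh EC80 plus DMSO and 100% = DMSO alone without agonist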
M1 PAM – positive allosteric modulators of human M1 muscarinic receptor; activation, % at 3 µM; P11229; 360,000 compounds, 0.088% hits; AID 588819; CHO-K1 hM1, Fluo-8 calcium fluorescence, ACh EC20; 0% = ACh EC20, 100% = maximal ACh; in the data active means activation above about 19%, passing the limit was not always enough
M5 antag – blocks acetylcholine activation of human M5 receptor; P08912; CHO-hM5 cells, Fluo-8 calcium fluorescence, ACh EC80; inhibition, % at 3 µM; 360,000 compounds, 0.59% hits;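 active means inhibition above a per-plate cutoff, the mean of that plate's test compounds plus 3 SD, cut at about 27% in these data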;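 further: 0% = acetylcholine EC80 with DMSO and 100% = DMSO without agonist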
Target sequence (P08912 whole entry, looked up): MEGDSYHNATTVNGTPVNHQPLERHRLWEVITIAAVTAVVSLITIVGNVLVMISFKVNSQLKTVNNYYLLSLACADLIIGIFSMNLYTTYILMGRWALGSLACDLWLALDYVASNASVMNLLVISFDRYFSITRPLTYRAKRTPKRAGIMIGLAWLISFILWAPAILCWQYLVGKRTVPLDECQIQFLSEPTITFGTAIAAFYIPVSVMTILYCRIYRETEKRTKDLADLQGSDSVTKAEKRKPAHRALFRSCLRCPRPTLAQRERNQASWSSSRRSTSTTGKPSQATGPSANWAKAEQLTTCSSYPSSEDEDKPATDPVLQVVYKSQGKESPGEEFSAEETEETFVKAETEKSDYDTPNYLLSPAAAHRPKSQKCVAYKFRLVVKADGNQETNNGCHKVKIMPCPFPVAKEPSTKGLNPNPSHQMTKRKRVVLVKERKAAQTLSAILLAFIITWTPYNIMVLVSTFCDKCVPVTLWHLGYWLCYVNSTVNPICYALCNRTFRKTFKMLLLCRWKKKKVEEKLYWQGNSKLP
CHRM5 PAM – CHRM5 positive allosteric modulation; P08912; 360,000 compounds, 0.3% hits; AID 624038; activation, % at 3 µM; CHO-K1 hM5, Fluo-8 calcium, ACh EC20 PAM; 0% = ACh EC20, 100% = ACh EC100;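 active means activation above the run cutoff, the mean activation of all test compounds plus 3 SD, cut at about 18% in these data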
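System: CHO-K1 hM5 cells. Reagent: acetylcholine, EC20 level. Compound dosing: single dose, 3 µM nominal final test concentration. Timing: Post-acetylcholine fluorescence recording 140 s. Detection: Fluo-8 calcium fluorescence. Read-out: % activation, ACh-normalized. Benchmarks: ACh EC20 and EC100 wells. Repeats: singlicate, one well per test compound.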
CHRM5 agonist – agonists of human muscarinic M5 receptor (CHRM5) | CHO-K1 hM5 cells, Fluo-8 calcium fluorescence; 0% DMSO wells, 100% maximal acetylcholine response | 360,000 compounds, 0.19% hits | P08912 | activation, % at 3 µM;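 active means activation above the run's mean over test compounds plus 3 SD, cut at about 23% in these data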;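 further: signal is peak over basal fluorescence ratio across the kinetic read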
CHRM1 agonist – agonists of human M1 muscarinic receptor. activation, % at 3 µM. CHO-K1 hM1, Fluo-8 calcium fluorescence, agonist mode; 0% DMSO, 100% acetylcholine EC100. AID 588814. 360,000 compounds, 0.33% hits. P11229;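 active means activation above the run's mean compound activation plus 3 SD, cut at about 16% in these data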;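 further: peak over basal fluorescence ratio within a 140 s kinetic read after compound addition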
M4 ag – agonists of human muscarinic M4 receptor (CHRM4). CHO-K1 hM4/Gqi5, Fluo-8 calcium fluorescence; vehicle 0%, full acetylcholine response 100%. activation, % at 3 µM. 360,000 compounds, 0.14% hits. AID 624127;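 active means activation above the run mean over all test wells plus 3 SD, cut at about 32% in these data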;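 further: peak over basal fluorescence ratio per well then scaled between controls; 0% = DMSO wells and 100% = acetylcholine at EC100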
TAAR1 agonist – agonists of human TAAR1 | 360,000 compounds, 0.99% hits | CHO RD-HGA16 TAAR1, Fluo-8 calcium fluorescence; vehicle wells 0%, saturating PEA agonist 100% | AID 624467 | activation, % at 3 µM | Q96RJ0;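 active means activation above the mean activation of all test compounds in the run plus 3 SD, cut at about 38% in these data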
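System: CHO-derived RD-HGA16 cells with stable Gα16 and human TAAR1 / Times: 17-24 h plating, Fluo-8 75 min 37 °C, 30 min RT / Technique: calcium-sensitive Fluo-8 signal, excitation 470-495, emission 515-575 nm / Measure: % activation relative to PEA EC100 response / Benchmarks: DMSO and PEA EC100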
* marks the source's active call; other numbers are inactive results; . = no result given. This is a subset; count on the stated rates, not on these rows.

SMILES	M4 antag	M1 antag	M1 PAM	M5 antag	CHRM5 PAM	CHRM5 agonist	CHRM1 agonist	M4 ag	TAAR1 agonist
O=c1cccc2n1C[C@@H]1C[C@@H]2CN(CC(O)c2ccc([N+](=O)[O-])cc2)C1 (stereo partly drawn)	-9	-1	0	9	-2	-1	-1	0	5
Oc1c(Br)cc(Br)cc1CN1CCN(Cc2ccccc2)CC1	3	16	-11	4	-16	-5	-6	-1	4
CNC(=S)N1CC2CC(C1)c1cccc(=O)n1C2 (stereo not drawn)	-6	-12	15	-3	6	-1	-3	3	5
CCOC(=O)C1CCN(Cc2ccc(Cl)nc2)CC1	-8	0	2	-1	2	-11	12	1	3
COc1ccc(C)cc1NC(=O)N1CCC2(CC1)OCCO2	-8	-3	2	-4	-5	-3	-7	1	0
c1ccc2cc(CC3=NCCN3)ccc2c1	-4	-4	2	-1	-3	-6	-4	1	87*
COC1=CC(=O)OC(CCc2ccc3c(c2)OCO3)C1 (stereo not drawn)	-5	0	-3	4	-2	2	-2	3	0
CN(C)c1ccc(C=C(C#N)C#N)cc1	-1	-8	16	-6	1	-1	-3	1	1
CC(=O)Nc1ccccc1C(=O)OCC(=O)c1ccccc1Cl	-5	-9	8	2	-8	2	2	7	5
CCCCN=C[C@]12CCC(O)CC1(O)CCC1[C@@H]2CC[C@]2(C)[C@H](C3C=CC(=O)O3)CCC12O (stereo partly drawn)	-2	-1	0	-2	4	0	-4	0	5
CCN1C(=O)NC(=O)/C(=C/c2cc(C)n(-c3sc(C)c(C)c3C#N)c2C)C1=O	4	-1	4	-4	5	-2	-7	1	19
COC(=O)C1=C(c2ccc(C(C)=O)cc2)C[C@@H]2CC[C@H]1N2C(=O)NCc1ccc(C(F)(F)F)cc1	2	13	-4	13	-19	38*	24*	36*	.
COC(=O)[C@]12OC[C@]34C([C@@H](O)[C@@H]1O)[C@]1(C)CC(=O)C(O)=C(C)[C@@H]1C[C@H]3OC(=O)[C@H](O)[C@@H]24 (stereo partly drawn)	2	-2	11	1	1	2	0	1	4
Clc1ccc(N2CC2c2ccncc2)cc1 (stereo not drawn)	7	-5	5	7	0	-1	-2	1	3
CCOC(=O)c1c(C)c(P(=S)(N2CCOCC2)N2CCOCC2)n(C)c1C	17	-3	9	-1	-2	-1	-2	0	4
O=C(CN1CCOCC1)NCC(=O)Nc1ccc(Br)cc1C(=O)c1ccccc1	11	10	-7	12	-10	-1	-3	0	2
O=c1cccc2n1C[C@H]1C[C@@H]2CN2CCCC[C@@H]12	-4	-22	6	-5	12	2	0	0	0
O=S(=O)(c1ccc(Cl)cc1)c1ccc(Cl)cc1	16	8	-9	4	-5	-5	-12	-1	5
Cn1c(=O)c2nncnc2n(C)c1=O	5	3	-2	-2	-2	-1	-4	1	2
COC(=O)C1=C(c2ccc(Cl)c(C(F)(F)F)c2)C[C@@H]2CC[C@H]1N2C(=O)N1CCCC1	-1	4	-4	15	1	-1	-9	-2	7
CCn1c(O)c(/C=N/NC(=O)c2ccncc2)c(=O)[nH]c1=S	1	-5	6	0	9	0	-5	0	5
COc1ccccc1N1CCN(Cc2cccc(Br)c2)CC1	-10	9	-11	5	-5	-10	-9	-1	12
CCN(CC)C(=O)COc1cc(C)cc2oc(=O)c3c(c12)CCCC3	-8	-19	19	-3	-1	3	-8	-1	3
CC12CC[C@H]3[C@@H](CCC4(O)C[C@H](O)CCC34/C=N/NC(=O)c3ccccc3F)C1(O)CCC2C1=CC(=O)OC1 (stereo partly drawn)	-2	-17	11	3	1	0	0	1	1
COC(=O)C1=C(c2ccc(F)cc2OCc2ccccc2)C[C@@H]2CC[C@H]1N2C(=O)NCCOc1ccccc1	5	20	-12	11	-30	0	-3	12	11

Some of the entries so far, as comma-separated lines:
SMILES,M4 antag,M1 antag,M1 PAM,M5 antag,CHRM5 PAM,CHRM5 agonist,CHRM1 agonist,M4 ag,TAAR1 agonist
Oc1c(Br)cc(Br)cc1CN1CCN(Cc2ccccc2)CC1,3,16,-11,4,-16,-5,-6,-1,4
CNC(=S)N1CC2CC(C1)c1cccc(=O)n1C2 (stereo not drawn),-6,-12,15,-3,6,-1,-3,3,5
CCOC(=O)C1CCN(Cc2ccc(Cl)nc2)CC1,-8,0,2,-1,2,-11,12,1,3

Further compounds.
SMILES	M4 antag	M1 antag	M1 PAM	M5 antag	CHRM5 PAM	CHRM5 agonist	CHRM1 agonist	M4 ag	TAAR1 agonist
COc1ccc(-c2nc(CSCC(=O)N3CCC4(CC3)OCCO4)c(C)o2)cc1OC	8	1	2	2	3	0	-2	2	3
Cc1c(C(c2ccc(F)cc2)c2c(O)c3ccccc3oc2=O)c(=O)n(-c2ccccc2)n1C (stereo not drawn)	5	-9	5	-4	0	-4	-9	-1	8
O=C(COc1ccc2c3c(c(=O)oc2c1)CCC3)N1C[C@H]2C[C@@H](C1)c1cccc(=O)n1C2	3	-4	1	0	3	-1	-13	2	1
COC(=O)C1=COC(C)C2CN3CCC4(C(=O)Nc5ccccc54)C3CC12 (stereo not drawn)	10	-17	12	9	2	2	-2	0	4
O=[N+]([O-])c1ccc(N2CCCC2)cc1N/N=C1\CN2CCC1CC2	5	-5	6	5	-5	-7	-15	0	2
CC1=CC(=C2C(=O)NC(=O)NC2=O)C=C(C(F)(F)F)N1Cc1ccccc1	3	4	5	3	3	-5	-7	0	-1
CCOc1cc2c(cc1OCC)-n1cccc1C(c1ccc(OC)c(OC)c1)NC2 (stereo not drawn)	-3	-15	10	10	-3	-5	-5	2	5
O=C(Cn1cnc2ccccc2c1=O)NCC(=O)N1CCC2(CC1)OCCO2	-6	-26	-3	-4	-1	-3	-3	0	13
COc1cc(C(c2c(C)[nH]n(-c3ccccc3)c2=O)c2c(C)[nH]n(-c3ccccc3)c2=O)cc(OC)c1OC	1	4	10	-5	7	4	1	2	11
O=P(N1CC1)(N1CC1)N1CCc2ccccc21	-3	9	-4	18	0	3	-1	0	1
COc1ccccc1C1=NCc2nnc(CSC)n2-c2ccc(Cl)cc21	-7	-8	6	10	1	4	-4	0	8
Cn1cccc1/C=C1/C(=O)NC(=O)N(Cc2ccc(F)cc2)C1=O	7	5	-2	11	-3	1	-1	1	5
Cc1ccc(-n2c(O)c(C=N)c(=O)n(-c3ccc(C)cc3)c2=O)cc1	-4	8	-2	8	-3	-5	-4	1	0
Cn1cccc1/C=C1/C(=O)NC(=S)N(Cc2ccc(F)cc2)C1=O	9	-28	9	-5	6	-1	-2	0	0
Cc1cc(N(CCCl)CCCl)ccc1C=NNC(=O)c1cccnc1	-5	0	6	7	1	-6	-1	3	2
COC(=O)C1=C(N)OC(C)=C(C(C)=O)C12C(=O)N(C)c1ccccc12 (stereo not drawn)	-5	-4	6	0	-2	-3	-1	2	9
CC(=O)c1c(O)n(C)c(=S)n(-c2ccccc2)c1=O	-2	-1	11	-5	5	0	-3	-1	0
CC(c1ccccc1F)n1cc(C(=O)Nc2ccc3nc[nH]c3c2)nn1 (stereo not drawn)	5	-1	3	-1	-7	-3	-2	1	6
CC(=O)NC(Cc1ccc(N(CCCl)CCCl)cc1)C(=O)NC(C(=O)O)C(C)C (stereo not drawn)	-2	-8	11	-3	6	-2	-5	1	2
CCOC(=O)c1c(C)n(Cc2ccccc2)c2ccc(OCC(O)Cn3nc(C)cc3C)cc12 (stereo not drawn)	1	0	1	10	-18	-3	-2	3	6
O=C1CC(=O)N(c2cccc(Cl)c2)C(=O)N1	4	-8	7	-6	2	-1	-4	1	3
CC(N)Cc1c[nH]c2cc3c(cc12)OCCO3 (stereo not drawn)	-6	-23	4	-2	3	-3	-3	0	6
CCN(CC)C(=O)N[C@H]1C[C@@H]2c3cccc4[nH]cc(c34)C[C@H]2N(C)C1	-15	-27	2	-8	0	0	-3	2	2
CCOC(=O)C1(c2ccccc2)CCN(CC(=O)Nc2ccc(C)cc2)CC1	8	14	-1	7	0	-8	-4	-1	8
Cc1c(C(c2ccccc2Cl)c2c(O)c3ccccc3oc2=O)c(=O)n(-c2ccccc2)n1C (stereo not drawn)	-13	-12	11	2	-3	-5	-9	0	1

Next section
SMILES	M4 antag	M1 antag	M1 PAM	M5 antag	CHRM5 PAM	CHRM5 agonist	CHRM1 agonist	M4 ag	TAAR1 agonist
N#CC(C#N)=NNc1ccc(S(N)(=O)=O)cc1	0	-15	7	-1	8	3	-1	0	-1
COc1ccc(NC(=O)c2cn(CCC#N)nc2-c2ccc(OC)c(OC)c2)cc1	-16	-10	3	-18	-1	4	-4	4	1
Oc1c(Br)c(Br)c(Br)c(Br)c1Br	-7	3	11	20	-11	3	8	9	.
Cc1ccc(-c2nc3ccccc3c(=O)n2-c2ccncc2)cc1	-6	-4	3	-1	-5	1	-5	2	5
COC(=O)C1=C(c2ccc(F)cc2OCc2ccccc2)C[C@@H]2CC[C@H]1N2C(=O)NCCO	8	6	-6	11	-3	1	-5	0	.
CS(=O)(=O)N1CCCC(C(=O)N2CCC3(CC2)OCCO3)C1 (stereo not drawn)	-10	-16	10	-8	5	2	-4	1	3
O=C1NC(=O)C(CCOc2ccccc2)(CCc2ccccc2)C(=O)N1	-3	-4	5	19	-11	4	10	3	10
CN1C2CCC1/C(=C/c1ccccn1)C(=O)/C2=C\c1ccccn1	5	22	-16	-3	4	-4	-9	2	10
Cc1ccc(C(O)(c2ccc(C)c(C)c2)C2CN3CCC2CC3)cc1C (stereo not drawn)	0	12	-6	14	-9	-5	-9	4	15
O=CNc1ccc(OP(=O)(Oc2ccccc2)Oc2ccccc2)cc1	2	-3	4	1	5	5	-2	6	-1
CN(C)C(=O)Oc1cccc(NC(=O)N2CCOCC2)c1	9	-6	4	-1	1	1	-3	1	8
CCC(C)N1C(=O)/C(=C\c2ccc(N3CCCCCC3)cc2)C(=O)NC1=S (stereo not drawn)	-9	-12	11	3	2	-5	-6	1	8
O=[N+]([O-])c1[nH]cnc1Br	-13	0	-3	8	-3	1	0	1	2
CCC1(C(=O)c2ccccc2)C2c3ccccc3OC(=O)C21C(C)=O (stereo not drawn)	-3	-7	2	-5	2	-6	-4	-1	0
CCOP(=O)(OCC)C(O)c1ccc2c(c1)OCO2 (stereo not drawn)	-3	-14	9	10	-4	2	-3	4	1
CCS(=O)(=O)CCSP(=O)(OC)OC	-2	-14	9	7	-4	1	-1	0	1
COc1cccc(N(C(C)=O)C2=NCCCS2)c1	-16	0	-2	-3	-5	-2	-8	2	4
O=C(O)c1ccc(Cl)nc1	5	6	-5	5	-5	-1	-6	2	1
COc1cccc(NC(=O)[C@@H](NC(=O)N2C[C@H]3C[C@@H](C2)c2cccc(=O)n2C3)C(C)C)c1	-9	-8	5	3	-6	0	-4	1	3
O=C1CN=C(c2ccc(Br)cc2)c2oc3ccccc3c2N1	-2	-28	5	-2	0	4	4	1	8
O=[N+]([O-])c1ccc(N2CCCCC2)c2ncccc12	3	-4	0	27	-10	-7	-13	0	0
COC(=O)C1=C(c2ccc(C(C)=O)cc2)C[C@@H]2CC[C@H]1N2C(=O)NCc1ccc(F)cc1	10	0	4	8	-2	-1	-7	1	9
